Screening results deposited in PubChem BioAssay by National Center for Advancing Translational Sciences (NCATS).
Coupling enz = qHTS Assay for Inhibitors of Fructose-1,6-bisphosphate Aldolase from Giardia Lamblia: Coupling assay counterscreen; activity change, negative = inhibition, % at 58.2 µM, hits read low; 290,000 compounds, 0.67% hits; coupling enzyme system counterscreen, AmpLite Red fluorescence; in the data active means activity change below about -30%
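Activity here indicates interference with the coupling reaction, not aldolase inhibition. Compounds at 57.5 uM final met coupling enzymes for 10 min at RT; substrate and AmpLite Red detection followed, with a 525/598 nm fluorescence read after 20 min.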
Giardia kill = Small Molecules that selectively kill Giardia lamblia: qHTS | Giardia lamblia trophozoite viability | activity change, % at 7.66 µM, hits read low | AID 540267, 2011 | 340,000 compounds, 0.15% hits; in the data active means activity change below about -80%; inconclusive means between about -30% and that limit;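 further: parasites exposed to compound for two days anaerobically before the ATP read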
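Killing of trophozoites was scored by loss of ATP luminescence after a 48 hrs anaerobic exposure to compounds at 37 deg C, using 100 cells per well.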
GALK inh = qHTS Assay for Inhibitors of Human Galactokinase (GALK) | Potency, µM (top dose mostly 57.5 µM), inactives show at the highest dose activity change, negative = inhibition, usual class: inhibitors | Purified GALK, Kinase-Glo residual ATP luminescence | P51570 | 270,000 compounds, 0.007% hits; further: potency means the concentration at half of the fitted maximal effect
Target sequence (P51570 whole entry, looked up): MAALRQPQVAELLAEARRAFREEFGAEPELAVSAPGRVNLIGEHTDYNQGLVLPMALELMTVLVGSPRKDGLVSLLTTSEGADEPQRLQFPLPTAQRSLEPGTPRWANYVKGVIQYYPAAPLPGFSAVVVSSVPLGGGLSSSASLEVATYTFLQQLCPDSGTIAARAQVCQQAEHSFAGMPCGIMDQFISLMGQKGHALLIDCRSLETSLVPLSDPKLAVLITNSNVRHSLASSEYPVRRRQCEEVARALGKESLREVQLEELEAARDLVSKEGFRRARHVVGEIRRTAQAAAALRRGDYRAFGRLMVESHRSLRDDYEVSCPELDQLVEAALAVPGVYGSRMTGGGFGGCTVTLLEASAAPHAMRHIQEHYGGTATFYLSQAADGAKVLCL
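Galactose (100 uM) and ATP (35 uM) were turned over by 5 nM GALK for 1 h at RT. Kinase-Glo Plus then converted the remaining ATP into a luminescent signal.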
B2AR arrestin = qHTS assay of beta-arrestin-biased ligands of beta2-adrenergic receptor. AID 492947, 2010. Potency, µM (top dose mostly 46.1 µM), inactives show at the top dose activation, usual class: activators. beta-arrestin recruitment to beta2AR, cell-based reporter. 330,000 compounds, 0.02% hits;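 further: potency means the concentration at half of the fitted maximal effect; 0% = DMSO controls and full agonism = EC100 isoproterenol or metaproterenol; nearly all actives have a fitted effect of over 65% in size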
Target sequence (P07550 whole entry, looked up): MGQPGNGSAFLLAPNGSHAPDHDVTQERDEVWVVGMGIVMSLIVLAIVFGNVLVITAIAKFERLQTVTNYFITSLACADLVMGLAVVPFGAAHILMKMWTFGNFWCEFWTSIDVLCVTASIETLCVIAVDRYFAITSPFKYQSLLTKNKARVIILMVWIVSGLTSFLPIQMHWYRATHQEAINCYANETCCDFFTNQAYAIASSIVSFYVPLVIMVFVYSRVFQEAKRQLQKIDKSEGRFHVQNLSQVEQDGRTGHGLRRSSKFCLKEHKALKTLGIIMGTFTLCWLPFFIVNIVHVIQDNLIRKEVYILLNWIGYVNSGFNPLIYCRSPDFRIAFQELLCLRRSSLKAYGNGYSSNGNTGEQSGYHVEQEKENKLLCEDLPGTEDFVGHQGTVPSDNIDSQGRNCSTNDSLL
Chronic BCR inh = qHTS Assay to Find Inhibitors of Chronic Active B-Cell Receptor Signaling; ABC-DLBCL IkBa-CBG/CBR reporter, luminescence ratio, 4 h; 340,000 compounds, 0.05% hits; Potency, µM (titrated, usually from 46.1 µM), for the others: top-dose ratio change, negative = lower green/red ratio, usual class: inhibitors; active means well fitted inhibition curve with a large enough effect in the signal ratio, with a control signal flat, not every such curve was filed as active; inconclusive means small, poorly fitted or top-dose-only effect, or effect the other way, or a change in a side signal; the % refers to the signal ratio;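 further: potency means the concentration at half of the fitted maximal effect; plate controls were basal doxycycline-induced cells for no effect and cells given 10 µM MG132 for full effect; MG132 reads +100%, hits lower the ratio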
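Doxycycline induced both beetle luciferases in TMD8 lymphoma cells; IKK-driven degradation limits the IkappaBalpha-fused green signal, while red luminescence normalises for cell number and nonspecific effects. Compounds tested up to 46 uM, 4 hrs.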
USP2a block = qHTS Assay for Inhibitors of Ubiquitin-specific Protease USP2a Using CHOP2 as the Reporter | Ubiquitin carboxyl-terminal hydrolase 2 (Homo sapiens), O75604 | USP2 core, Ub-CHOP2 coupled fluorogenic reporter, 485/531 | Potency, µM (highest dose often 38.3 µM), without a hit: at the top dose activity change, negative = inhibition, hits mostly inhibitors | 330,000 compounds, 0.01% hits | AID 463254, 2010;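 further: potency means the concentration at half of the fitted maximal effect; plate controls were DMSO wells for no effect and full inhibition by NEM control for full effect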
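USP2 core (10nM final) preincubated 30min RT with compound in 20mM Tris-HCl pH 8.0, 2mM CaCl2, 2mM beta-mercaptoethanol, 0.05% CHAPS; 25nM Ub-CHOP2 plus 25nM reporter substrate added, fluorescence (Ex485/Em531) read after 60min.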
KCNH2 3.1 block = qHTS for Inhibitors of KCHN2 3.1: Mutant qHTS | activity change, % (tested at about 1.8 µM) | U2OS KCNH2 3.1, thallium flux FluxOr; hits give low values | Potassium voltage-gated channel subfamily H member 2, brain isoform KCNH2 3.1 (human) | AID 720553, 2013 | 340,000 compounds, 0.95% hits;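 active means maximum activity change below -70%; inconclusive means maximum activity change from -70% to -50%; inactive means maximum activity change above -50%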;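 further: thallium influx rate constant from kinetic fluorescence after stimulation buffer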
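Virally transduced U2OS (3.1 isoform, 4 h infection in dark at RT) → overnight 37 C → FluxOr + Red40 in HBSS/HEPES, 45 min → stimulation buffer, 2 min kinetic read → rate constant vs DMSO controls.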
PKM2 act = qHTS Assay for Activators of Human Muscle isoform 2 Pyruvate Kinase | 260,000 compounds, 0.34% hits | purified PKM2, Kinase-Glo ATP luminescence, activation; response scale: 0% is enzyme alone, no compound | Potency, µM (top dose mostly 57.5 µM), for the others: at the highest dose activation, most hits filed as activators | AID 1631, 2009; further: potency means the concentration at half of the fitted maximal effect; nearly all actives have a fitted effect of over 55% in size
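ATP formation by purified human PK-M2, quantified via coupled luciferase luminescence after 1 h at room temperature with 0.1 mM ADP and 0.5 mM PEP final.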
hERG WT inh = qHTS for Inhibitors of KCHN2 3.1: Wildtype qHTS | U2OS, BacMam KCNH2, thallium flux FluxOr; hits give low values | activity change, % at 1.84 µM | 340,000 compounds, 0.37% hits;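 active means maximum activity change below -70%; inconclusive means maximum activity change between -70% and -50%; inactive means maximum activity change above -50%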
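U2OS cells transduced with wild-type KCNH2 virus are loaded with FluxOr dye for 45 min, and thallium flux is measured in kinetic reads before and after stimulation buffer. Rate constants are normalized to DMSO controls.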
uPA surface inh = qHTS for Inhibitors of Cell Surface uPA Generation; cell surface uPA generation assay, qHTS; Potency, µM (highest dose often 38.3 µM), for the others: at the highest dose activity change, negative = inhibition, usual class: inhibitors; 330,000 compounds, 0.31% hits; active means well fitted inhibition curve with a large enough effect; inconclusive means small, poorly fitted or top-dose-only effect; inactive means no such curve, though single readings can be large or run the other way; tested in mouse RAW 264.7 cells; further: potency means the concentration at half of the fitted maximal effect; nearly all actives have a fitted effect of over 55% in size
Eya2 phos inh = qHTS Assay for Inhibitors of the Phosphatase Activity of Eya2 | Protein phosphatase EYA2 (Homo sapiens), O00167 | recombinant Eya2, OMFP fluorescence dephosphorylation (OMFP is methylfluorescein phosphate) | Potency, µM (highest dose often 76.9 µM), inactives show top-dose activity, negative = inhibition, actives largely listed as inhibitors | 330,000 compounds, 0.006% hits; further: potency means the concentration at half of the fitted maximal effect
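Eya2 protein (added as 0.2 uM solution) was preincubated with compound for 10 min at ambient temperature in 50 mM HEPES pH 7.5, 50 mM NaCl, 5 uM MgCl2, 0.05% BSA, 1 mM DTT. OMFP (added at 50 uM) then reacted 10 min; fluorescence read at 485/525 nm.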
Active calls of the source: *; ? = inconclusive; . = not tested or not shown; [ ] = remark or other dose. Unless noted, the call rests on the fitted dose curve; in most records, active means well fitted curve in the direction sought with a large enough effect; inconclusive means small, poorly fitted or top-dose-only effect, or another doubt; inactive means no such curve, though single readings can be large; an effect the other way counts as inactive or inconclusive. Unless noted, on the % scale 0 is the no-effect control and ±100 the full control effect. This is a random part of the collection (roughly 2.4% active in at least one column).

compound | Coupling enz | Giardia kill | GALK inh | B2AR arrestin | Chronic BCR inh | USP2a block | KCNH2 3.1 block | PKM2 act | hERG WT inh | uPA surface inh | Eya2 phos inh
Cc1ccc(S(=O)(=O)N2CCN(C(=O)n3ccnc3)CC2)cc1 | . | 0 | . | 0.2% | 2% | -5% | 13 | . | -5 | -14% | -14%
CC(C)CC(O)(c1ccccc1)C(CN1CCOCC1)c1ccccc1 (stereo not given) | -1 | 4 | . | 0.3% | 0% | -2% | 13 | . | 36 | -1% | 9%
C[C@H](CO)N1C[C@H](C)[C@@H](CN(C)Cc2ccc(Cl)c(Cl)c2)Oc2c(NC(=O)C3CCOCC3)cccc2C1=O | . | 2 | . | -0.6% | ? | 2% | 6 | . | 10 | -12% | -1%
COc1ccccc1C(=O)NC(CCSC)C(=O)N1CCN(C(C)=O)CC1 (stereo not given) | . | 3 | . | -0.2% | -5% | -9% | 10 | . | -2 | 1% | -22%
O=C1CCC(C(=O)Nc2ccc(Cl)cc2)N1 (stereo not given) | 4 | -6 | -2% | -0.3% | -1% | 1% | -5 | -1% | 4 | 1% | 14%
COc1ccc(NC(=O)C2CCN(Cc3cnn(-c4ccccc4)c3-n3cccc3)CC2)cc1OC | -8 | -16 | 1% | . | . | . | -9 | 10% | 15 | -4% | .
O=C(NC(=S)Nc1cccc2ncccc12)c1ccco1 | 1 | 7 | 0% | -0.1% | 0% | 1% | -1 | -5% | 18 | 21% | 4%
CCSCCOC(=O)C1=C(C)NC(=O)NC1c1ccccc1 (stereo not given) | 1 | -1 | 2% | -0.3% | -18% | -1% | 10 | -17% | -7 | 14% | -2%
CCN(CC(=O)Nc1ccccc1C(F)(F)F)C(=O)CSCc1c(C)noc1C | . | 4 | . | 0.2% | 1% | 3% | -4 | . | 4 | 8% | -3%
CC(=O)Nc1nnc(SCC(=O)NC2CC2)s1 | 2 | 3 | 16% | 0.0% | 5% | 4% | 0 | 0% | -9 | 2% | 1%
Cc1nn(-c2ccccc2)nc1CNS(C)(=O)=O | 0 | 8 | 0% | 0.4% | -1% | -1% | 7 | 0% | -1 | 0% | 0%
Cc1ccccc1-c1nc2c3ccccc3nc(=S)n2[nH]1 | 0 | -23 | -1% | 10µM* | ? | 0% | 26 | . | -13 | 1% | 13%
COc1ccc(/C=C/CN2CCC(Oc3ccc(C(=O)N4CCCCC4)cc3)CC2)cc1 | 5 | 4 | 4% | -0.9% | -10% | 1% | . | 0% | 23 | -7% | -11%
COc1ccc(C)cc1S(=O)(=O)N1CCC(C(=O)N2CCN(C)CC2)CC1 | 5 | 18 | 2% | -0.4% | 0% | 2% | -6 | -3% | 9 | -4% | -6%
COc1cc(NC(=O)COC(=O)/C=C/c2c(C)nn(C3CCS(=O)(=O)C3)c2Cl)cc(OC)c1OC (stereo not given) | 2 | 26 | -3% | -1.8% | ? | 4% | 1 | -4% | 1 | 1% | 8%
c1ccc2[nH]c(N3CCOCC3)nc2c1 | -2 | 3 | 4% | -0.1% | 4% | -1% | 6 | 15% | 4 | 3% | 16%
Cc1ccccc1C(=O)NC(CC(C)C)C(=O)Nc1ccc(S(N)(=O)=O)cc1 (stereo not given) | 3 | -14 | 0% | -0.7% | 2% | -1% | -12 | 2% | -11 | -3% | -1%
O=C(CN1C(=O)COc2ccccc21)N(CCCN1CCOCC1)CC1CC=CCC1 (stereo not given) | -5 | 6 | 7% | -0.1% | 4% | 0% | 2 | 20% | -1 | . | 5%
Cc1nc2ccccc2c(=O)n1-c1ccc(F)c(NS(=O)(=O)c2ccccc2F)c1 | . | -24 | . | 0.1% | ? | 1% | 4 | . | 21 | -6% | 19%
Cc1ccc(S(=O)(=O)NCCC(=O)NC2CCCCC2)cc1 | . | -11 | . | 3.8% | 0% | 0% | -7 | . | -2 | 11% | -4%
COC(=O)c1ccc(OC)c(-c2c(OC)cc(OC)cc2OC)c1 | -15 | 13 | . | -0.3% | 0% | 5% | -1 | -3% | -3 | 0% | -2%
O=C(CSc1nn(-c2ccc(F)cc2)c(=S)s1)NC(=O)NCc1ccco1 | -1 | -13 | 1% | 0.2% | 3% | -9% | 1 | 6% | -21 | -6% | -11%
Clc1ccc(SCCCCN2CCOCC2)cc1 | 1 | 1 | 3% | -0.3% | 4% | 2% | -14 | -7% | 1 | 1% | -4%
COc1cccc(NC(=O)COC(=O)Cc2ccccc2[N+](=O)[O-])c1 | -1 | 16 | 0% | -0.2% | -11% | -1% | 4 | 7% | 2 | 4% | -6%
CC1Sc2ccc(S(=O)(=O)CCC(=O)N3CCCC3)cc2NC1=O (stereo not given) | -1 | -2 | 0% | 0.1% | 1% | 2% | -11 | -6% | 1 | 3% | 1%
COCCn1c(N)c(C(=O)c2cccc(S(=O)(=O)N3CCCCCC3)c2)c(=O)[nH]c1=O | . | -21 | . | -0.1% | 2% | -1% | 26 | . | -3 | 2% | -17%
CC(C)CN(C(=O)CN1C(=O)NC(c2ccccc2)(c2ccccc2)C1=O)C1CCS(=O)(=O)C1 (stereo not given) | . | -20 | . | 0.0% | -2% | 2% | 17 | . | -2 | -1% | -15%
CCC1(c2ccccc2)NC(=O)N(CC(=O)NNC(=O)c2ccc(F)cc2)C1=O (stereo not given) | . | -8 | . | 0.0% | -4% | 0% | -2 | . | 2 | 2% | -2%
COc1ccc(C2=NOC(Cn3nc(-c4ccccc4)cc3C(=O)NCc3cccc(Br)c3)C2)cc1 (stereo not given) | . | 7 | . | 4.4% | -2% | 1% | 2 | . | 4 | 9% | -1%
CCNC(=S)NCc1ccc(OC)c(OC)c1 | 2 | -7 | -1% | -0.3% | -1% | 12% | -1 | -25% | -3 | -2% | 9%
O=c1c2cc(F)ccc2sn1-c1ccc(F)cc1 | . | -4 | . | 0.3% | ? | 0% | 0 | . | 2 | -26% | -18%
Cc1ccc(C(NC(=O)Nc2ccccn2)C(Cl)(Cl)Cl)cc1F (stereo not given) | 0 | 1 | 11% | 0.4% | 6% | 0% | -15 | 3% | -11 | 2% | 6%
COc1ccc2c(=O)c(C(=O)O)c(-c3ccc4c(c3)OCO4)n(C)c2c1 | 8 | 27 | 3% | 0.0% | 5% | 1% | 12 | 1% | -7 | 13% | 2%
Cc1csc(NC(=O)c2ccc(C)c([N+](=O)[O-])c2)n1 | -14 | 19 | 0% | -0.6% | 10% | 1% | -2 | -12% | -6 | 2% | -2%
COc1ccc(NC(=O)C2(N(C(=O)Cn3nnnc3N)c3ccc(OC)cc3)CCCCC2)cc1 | 1 | 21 | 0% | 0.4% | -1% | 2% | -4 | 0%[0.46 µM] | -1 | -7% | 5%
COc1ccc(Nc2ncnc3c2cnn3Cc2ccccc2)cc1 | -5 | 11 | 5% | 3.2% | 0% | -1% | 6 | 22% | 31 | -17% | -21%
CC(=O)c1ccc(OC(=O)c2ccc(-n3nc(C)cc3C)cc2)cc1 | -4 | -8 | 8% | -0.1% | 0% | -1% | 0 | 3% | -5 | 2% | 10%
N/C(=N\O)c1ccc(NC(=O)c2cccs2)cc1 | 0 | -22 | 4% | -0.2% | ? | -1% | 3 | -20% | -8 | -8% | 2%
O=C(NCc1ccc(Cl)cc1)C(=O)c1cn(CC(=O)N2CCOCC2)c2ccccc12 | . | 11 | 4% | -0.5% | ? | 0% | 0 | . | -3 | 3% | -9%
O=C(NNC(=O)c1ccccc1OCc1ccc(F)cc1)c1ccccc1O | . | -8 | -3% | -0.3% | ? | 0% | -8 | . | -8 | ? | -17%
Nc1nc2n(n1)C(c1cccs1)CC(c1ccc(F)cc1)N2 (stereo not given) | 4 | -7 | -2% | 0.1% | -7% | -2% | 3 | -3% | -15 | -1% | -2%

A draw from above in order of SMILES length, smallest number first.
compound | Coupling enz | Giardia kill | GALK inh | B2AR arrestin | Chronic BCR inh | USP2a block | KCNH2 3.1 block | PKM2 act | hERG WT inh | uPA surface inh | Eya2 phos inh
Cc1csc(NC(=O)c2ccc(C)c([N+](=O)[O-])c2)n1 | -14 | 19 | 0% | -0.6% | 10% | 1% | -2 | -12% | -6 | 2% | -2%
O=C(NNC(=O)c1ccccc1OCc1ccc(F)cc1)c1ccccc1O | . | -8 | -3% | -0.3% | ? | 0% | -8 | . | -8 | ? | -17%
COc1ccc(NC(=O)C2(N(C(=O)Cn3nnnc3N)c3ccc(OC)cc3)CCCCC2)cc1 | 1 | 21 | 0% | 0.4% | -1% | 2% | -4 | 0%[0.46 µM] | -1 | -7% | 5%
